USP1-UAF1 inh: USP1/UAF1 (human) deubiquitinase inhibition; AID 743255; hit rate 0.23% among 390,000; recombinant USP1/UAF1, Ub-Rhodamine cleavage fluorescence; Potency, µM (highest dose often 57.1 µM), without a hit: top-dose activity change, negative = inhibition, actives largely listed as inhibitors; O94782; note: % is set by controls: 0 for no effect and ±100 for the full control effect; nearly all actives have a fitted effect of over 60% in size; inactives centre near -12
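USP1/UAF1 complex (1 nM) preincubated 15 min at room temperature with compound, then Ub-Rho substrate (150 nM final) added. Kinetic fluorescence at 480/540 nm over 6 reads at 60 s intervals; 50 mM HEPES pH 7.8, 0.5 mM EDTA, 0.1 mg/ml BSA, 1 mM TCEP, 0.01% Tween-20.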
TrxR1 substrate: substrates of rat thioredoxin reductase 1; O89049; Potency, µM (titrated, usually from 114 µM), without a hit: at the top dose activity change, negative = substrate turnover; hit rate 0.01% among 390,000; AID 588456; purified TrxR1 substrate turnover, NADPH consumption readout; note: % is set by controls: 0 for no effect and ±100 for the full control effect; nearly all actives have a fitted effect of over 50% in size
Target sequence (O89049 whole entry, looked up): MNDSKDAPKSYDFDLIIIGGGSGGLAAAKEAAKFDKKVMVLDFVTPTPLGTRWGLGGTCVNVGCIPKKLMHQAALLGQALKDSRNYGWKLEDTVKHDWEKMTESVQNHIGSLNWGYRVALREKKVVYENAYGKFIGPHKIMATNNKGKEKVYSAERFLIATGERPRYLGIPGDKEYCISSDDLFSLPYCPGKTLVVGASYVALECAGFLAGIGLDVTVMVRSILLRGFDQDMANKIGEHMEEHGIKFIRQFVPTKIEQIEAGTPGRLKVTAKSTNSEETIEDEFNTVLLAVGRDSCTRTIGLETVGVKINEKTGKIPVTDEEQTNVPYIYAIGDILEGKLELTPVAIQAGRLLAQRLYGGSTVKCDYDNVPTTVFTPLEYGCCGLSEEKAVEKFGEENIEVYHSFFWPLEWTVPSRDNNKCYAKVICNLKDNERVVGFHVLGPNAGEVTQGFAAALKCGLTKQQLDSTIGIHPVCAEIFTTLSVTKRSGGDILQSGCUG
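Rat TrxR1, dispensed at 90 nM, was prereduced with 400 uM NADPH (final) for 5 min at ~22 deg C, then incubated with compound 15 min before 400 uM selenite. A first-read NADPH fluorescence drop versus no-compound background flagged substrates.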
RGS4 inh: human RGS4 inhibition | hit rate 0.039% among 390,000 | P49798 | Potency, µM (titrated, usually from 114 µM), inactives show at the highest dose activity change, negative = inhibition, actives largely listed as inhibitors | Transcreener GDP fluorescence polarization, RGS4-accelerated GTP hydrolysis; note: % is set by controls: 0 for no effect and ±100 for the full control effect; nearly all actives have a fitted effect of over 75% in size; some results filed as inactive show a strong effect at the top dose
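MLSMR compounds (23 nl, pin-transferred) preincubated 10 min at room temperature with a 500nM (2x) first reagent, then RGS4 at 900nM (2x) plus Transcreener GDP mix added; fluorescence polarization (620/688 nm) read before and after 90 min at 30 °C.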
rTrxR1 inhibitor: rat TrxR1 inhibition; O89049; AID 588453; hit rate 1% among 390,000; recombinant rTrxR1, NADPH fluorescence consumption, selenite substrate; Potency, µM (highest dose often 114 µM), for inactives: top-dose activity change, negative = inhibition, hits mostly inhibitors; note: % is set by controls: 0 for no effect and ±100 for the full control effect; nearly all actives have a fitted effect of over 65% in size
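Rat TrxR1 (90 nM in the dispensed reagent) was pre-reduced with 400 uM NADPH for 5 min at room temperature, then incubated with compound for 15 min. After 400 uM selenite was added, NADPH fluorescence (Ex 340/Em 450 nm) was followed for 8 min.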
RXFP1 agonist: agonists of human relaxin receptor RXFP1; Q9HBX9; HEK293T-RXFP1 cAMP TR-FRET, 30 min; response scale: percent of porcine relaxin response, buffer zero; Potency, µM (highest dose often 57.5 µM), inactives show at the highest dose activation, most hits filed as activators; hit rate 0.3% among 370,000; AID 2676; note: % is set by controls: 0 for no effect and ±100 for the full control effect; nearly all actives have a fitted effect of over 60% in size; many of its hits are not listed in these tables
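cAMP rise read by TR-FRET after 30 min, 37C compound exposure (up to 58 uM) in RXFP1-transfected HEK293 cells with Ro 20174 present. EC50 from Hill-equation fits, with 29 nM porcine relaxin as 100% and buffer as basal.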
ALOX12 inh: blocks human arachidonate 12S-lipoxygenase | purified 12hLO, xylenol orange hydroperoxide absorbance | Potency, µM (series often up to 108 µM), inactives show at the top dose activity change, negative = inhibition, actives largely listed as inhibitors | P18054 | AID 1671190 | hit rate 1.1% among 580,000; note: % is set by controls: 0 for no effect and ±100 for the full control effect
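Purified human 12hLO (150 nM final) in 25 mM Hepes, 0.01% Triton X-100, pH 7.0 was preincubated 15 min at room temperature with compound. Then 40 uM arachidonic acid was added, 30 min. Hydroperoxide was read by Fe-XO absorbance ratio 573/405 nm.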
IDH1 R132H inh: human IDH1 R132H inhibition | O75874 | IDH1-R132H enzyme, NADPH consumption, diaphorase/resazurin fluorescence | Potency, µM (doses to about 76.6 µM), without a hit: at the highest dose activity change, negative = inhibition, hits mostly inhibitors | hit rate 0.093% among 390,000; note: % is set by controls: 0 for no effect and ±100 for the full control effect; nearly all actives have a fitted effect of over 65% in size
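IDH1-R132H (0.5 ug/mL dispensed) in pH 7.5 Tris buffer was preincubated 30 min with compound, then given a substrate mix of 0.016 mM NADPH and 2 mM alpha-KG for 80 min at room temperature; remaining NADPH was read by diaphorase/resazurin fluorescence.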
Vif-APOBEC3F blk: inhibitors of Vif-A3F interaction | HeLa A3F-eYFP + Vif (tagged APOBEC3F with the HIV-1 protein that degrades it), YFP fluorescence increase | Potency, µM (highest dose often 46.1 µM), without a hit: at the highest dose activity, negative = active | hit rate 0.2% among 390,000; note: % of control where 0% means no effect; nearly all actives have a fitted effect of over 65% in size
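Fluorescence increase (Ex 488/Em 500-530) after overnight compound treatment at 37 deg C flags inhibition of Vif-driven A3F-eYFP loss in stable HeLa A3F-eYFP/Vif cells seeded overnight beforehand.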
Vif-APOBEC3G blk: Vif-A3G binding inhibition; Q9HC16; Potency, µM (titrated, usually from 46.1 µM), for inactives: at the top dose activity, negative = active, most hits filed as inhibitors; HeLa A3G-eYFP + Vif (tagged APOBEC3G with the HIV-1 protein that degrades it), YFP fluorescence, overnight; hit rate 0.076% among 410,000; AID 602310;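 note: % is set by controls: 0 for no effect and ±100 for the full control effect; nearly all actives have a fitted effect of over 60% in size; hits raise eYFP signal because A3G escapes Vif-driven loss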
Target sequence (Q9HC16 whole entry, looked up): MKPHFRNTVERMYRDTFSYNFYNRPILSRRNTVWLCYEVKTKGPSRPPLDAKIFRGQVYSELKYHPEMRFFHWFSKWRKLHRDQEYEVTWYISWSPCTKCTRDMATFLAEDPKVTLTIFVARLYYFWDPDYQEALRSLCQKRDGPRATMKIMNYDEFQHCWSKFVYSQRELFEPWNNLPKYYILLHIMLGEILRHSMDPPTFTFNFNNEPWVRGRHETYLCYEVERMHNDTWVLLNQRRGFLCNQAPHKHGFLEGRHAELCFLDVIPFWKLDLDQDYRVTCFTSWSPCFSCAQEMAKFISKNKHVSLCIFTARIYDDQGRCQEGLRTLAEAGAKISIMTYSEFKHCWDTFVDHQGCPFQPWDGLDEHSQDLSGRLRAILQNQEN
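HeLa cells stably expressing Vif and C-terminally eYFP-tagged A3G, seeded overnight at 37 deg C, then exposed to compound by pintool overnight at 37 deg C. Rise in yellow fluorescence (Ex 488/Em 500-530, Acumen) marks blocked Vif-driven A3G degradation.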
* marks the source's active call; other numbers are inactive results; i = inactive; ? = inconclusive; / = no result given; & = joins results of further samples; [ ] = remark or other dose. Calls come from the whole dose curve; as a rule, active = well fitted curve in the direction sought with a large enough effect; inconclusive = small, poorly fitted or top-dose-only effect, or another doubt; inactive = no such curve, though single readings can be large; an effect the other way counts as inactive or inconclusive. Potency is the fitted concentration of half-maximal effect.

compound	USP1-UAF1 inh	TrxR1 substrate	RGS4 inh	rTrxR1 inhibitor	RXFP1 agonist	ALOX12 inh	IDH1 R132H inh	Vif-APOBEC3F blk	Vif-APOBEC3G blk
COc1cc(C)nc(Oc2ccc(OCCOc3ccccc3)nn2)n1	-16%	7%	23%	20%	-0.9%	-1%	3%	4%	-12%
CS(=O)(=O)Nc1cccc(C2=NN(C(=O)c3ccco3)C(c3cccs3)C2)c1 (stereo not given)	-19%	-8%	-7%	?	2.2%	-19%	-1%	0%	-24%
Cc1onc(-c2ccccc2)c1C(=O)Nc1ccccc1C#N	-24%&-15%	2%&8%	-14%&-14%	12%&12%	0.9%	-16%&-2%	1%&12%	-5%&-1%	0%&3%
CCN(CC(=O)Nc1ccccc1C(F)(F)F)C(=O)C1CCC1	-21%	-4%	3%	2%	1.3%	12%	5%	5%	2%
Cc1ccc(C)c(Cn2nc(-c3ccccc3)ccc2=O)c1	-22%	-16%	-3%	-17%	-1.6%	12%	3%	4%	2%
Cc1cccn2c3c(c(=O)nc12)C(c1cccc(F)c1)CC(=O)N3 (stereo not given)	-12%	7%	-6%	-6%	?	-13%	3%	-1%	-1%
Cc1ccc(S(=O)(=O)N2CCOCC2)cc1NC(=O)c1cc2c(s1)CCC2	-19%	8%[57.1 µM]	9%	20%	-2.9%	-24%	0%	0%	-2%
COc1ccc([C@H]2CC(=O)C=C(c3ccc(Br)c4ccccc34)C2)cc1	-27%	6%[57.1 µM]	12%	23%[57.1 µM]	/	3%	-3%	-4%	-8%
O=C(ON=C1CCN(c2ccc([N+](=O)[O-])cc2)CC1)c1ccccc1	-4%	0%[57.1 µM]	-3%	-3%[57.1 µM]	0.0%	-2%	3%	-11%	8%
CC(=O)c1nnn(-c2ccc(Cl)cc2C#N)c1C	2%	5%[57.1 µM]	3%	26%[57.1 µM]	-0.8%	159%[activator]	12%	-3%	2%
CCOc1ccc(C2CC(c3ccccc3C)n3ncnc3N2)cc1 (stereo not given)	-19%	4%[57.1 µM]	-10%	5%[57.1 µM]	-0.1%	329%[activator]	11%	-8%	2%
CCc1ccc(NC(=O)Cn2nnc(C(=O)NCc3ccco3)c2N)cc1	-18%&-33%	5%&-1%	15%[11.4 µM]	21%&19%	1.3%&3.5%	1%&-9%	-5%&-5%	2%&3%	0%&4%
CN1CCN(C(c2ccc(F)cc2)c2sc3nc(-c4ccco4)nn3c2O)CC1 (stereo not given)	-8%	3%[57.1 µM]	1%	8%[57.1 µM]	-0.4%	?	5%	1%	0%
COc1ccc(NC(=O)c2ccco2)cc1NC(=O)COc1ccccc1	-12%&-15%	-2%&6%	20%&-20%	16%&12%	-2.7%&1.9%	?	-3%&16%	-6%&1%	1%&1%
Cc1ccc2nc(C)cc(NCCO)c2c1	-17%	11%[57.1 µM]	-6%	16%[57.1 µM]	0.1%	27%	3%	-10%	0%
COC(=O)N/N=C(\C)c1ccc(-n2ccnc2)cc1	-23%	11%[57.1 µM]	-9%	14%[57.1 µM]	-0.8%	?	9%	-13%	-3%
CC(C(=O)Nc1ccc(S(=O)(=O)N2CCCC2)cc1)N1CCN(c2ccccc2O)CC1 (stereo not given)	-10%	-6%	-14%	5%	/	16%	-5%	3%	1%
O=C(O)CCN(Cc1ccccc1)S(=O)(=O)c1c(Cl)cccc1Cl	-4%	9%[57.1 µM]	-1%	18%[57.1 µM]	-0.4%	-2%	-1%	4%	-3%
Cc1ccc2nc(-c3ccc(-c4cccc(Cl)c4)cc3)c(NCc3ccccc3)n2c1	-6%	24%	11%	13%	19%	-27%	1%	-3%	-3%
CCc1noc(C)c1C(=O)N1CCCSC1=Nc1ccccc1OC	-1%	-9%	11%	5%	-0.8%	-18%	0%	-5%	1%

The closing two entries of the part before open the next one:
compound	USP1-UAF1 inh	TrxR1 substrate	RGS4 inh	rTrxR1 inhibitor	RXFP1 agonist	ALOX12 inh	IDH1 R132H inh	Vif-APOBEC3F blk	Vif-APOBEC3G blk
Cc1ccc2nc(-c3ccc(-c4cccc(Cl)c4)cc3)c(NCc3ccccc3)n2c1	-6%	24%	11%	13%	19%	-27%	1%	-3%	-3%
CCc1noc(C)c1C(=O)N1CCCSC1=Nc1ccccc1OC	-1%	-9%	11%	5%	-0.8%	-18%	0%	-5%	1%
O=C(CC1CC2CCC1C2)NCCc1ccc(Cl)cc1 (stereo not given)	-13%	2%	-3%	2%	3.8%	-6%	14%	8%	0%
CC(C)CCNC(=O)c1cccc(C(=O)NCCC(C)C)c1	-23%	6%[57.1 µM]	-14%[11.4 µM]	9%	0.7%	5%	0%	-1%	2%
Cc1cccc(-n2c(C)n[nH]c2=S)c1	2%	9%	-11%	-2%	-1.1%	?	6%	-9%	0%
Cc1c(N)c(C(C)(C)C)cc(C(C)(C)C)c1[N+](=O)[O-]	-26%	-5%	-33%	0%	0.8%	-7%	5%	-1%	-11%
COc1ccc([C@H]2CC(=O)C=C(c3cccc(Br)c3)C2)cc1OC	-27%	0%	-11%	17%	/	-10%	0%	-7%	-13%
O=C(O)COCC(=O)N1CCCN(c2ccc(C(F)(F)F)cn2)CC1	-32%	24%	1%	12%	0.0%	-16%	7%	8%	-3%
Cc1ccc(Cn2c(C(=O)Nc3cccc(Cl)c3)cc3sccc32)cc1	-30%	8%	0%	1%	2.5%	?	16%	5%	-1%
CC(C)Cn1c(-c2cccs2)nc2nc3ccccc3nc21	-7%	635%[activator]	18%	3%	-0.2%	293%[activator]	25%	-8%	-4%
CCN1C(=O)N[C@@H](c2cccc(C(F)(F)F)c2)C(C(C)=O)=C1C	-16%	3%[57.1 µM]	5%	6%	/	6%	1%	2%	-3%
Cc1cc(C(=O)NCc2ccccc2Cl)c2ccccc2n1	-17%	4%	-22%	5%	-3.6%	-18%	8%	-1%	-2%
CC(=O)Nc1cc(O)cc(O)c1	-2%	-1%	19%	4%	-0.9%	2%	-3%	5%	2%
C/C(=N/NC(=O)CCCOc1ccc(Cl)cc1Cl)c1ccc(C)o1	-24%	4%[57.1 µM]	-26%	-2%[57.1 µM]	1.0%	-7%	-1%	1%	-4%
CCOc1ccc(C2=Nc3ccccc3C(c3ccc(N4CCOCC4)cc3)=NN2)cc1	-7%	2%[57.1 µM]	-12%	16%[57.1 µM]	-1.6%	6%	1%	-5%	-5%
CC(C)N(C(=O)COC(=O)c1ccccc1C(=O)N1CCN(c2ccc(F)cc2)CC1)C(C)C	3%	4%	-1%	26%	0.4%	0%	-1%	-2%	-3%
Cc1sc2ncn(CC(=O)N3CCN(c4ccccc4)CC3)c(=O)c2c1S(=O)(=O)N1CCOCC1	?	-1%	17%	5%	2.8%	-17%	0%	1%	-2%
O=C(O)Cn1c(=O)c(F)cn(C2CCCO2)c1=O (stereo not given)	-12%	-1%	8%	3%	0.4%	6%	1%	-13%	-6%
CCc1ccc(C(=O)NCC2COc3ccccc3O2)o1 (stereo not given)	-19%	3%	-11%	-6%	-0.3%	0%	6%	-15%	-1%
COc1cccc(CNC(=O)Cn2ccc3cc(S(=O)(=O)N4CCCCCC4)ccc32)c1OC	-12%	5%[57.1 µM]	2%[56.9 µM]	30%[57.1 µM]	-3.0%	12%	25%	-21%	3%
COc1ccc(-n2c(Cc3cc(=O)[nH]c(=O)[nH]3)nnc2SCC(=O)N2CCC(C)CC2)cc1	?	2%[57.1 µM]	-2%	5%[57.1 µM]	6.1%	?	-7%	0%	-1%
CCN(CC)S(=O)(=O)c1ccc(NC2c3ccccc3C(=O)N2c2ccc(C)cn2)cc1 (stereo not given)	-11%	-3%[57.1 µM]	-3%	6%[57.1 µM]	1.7%	-2%[57.4 µM]	-8%	-13%	0%
COc1ccc(/C=C(/NC(=O)c2ccc(C)cc2)c2nc3ccccc3[nH]2)cc1OC	-15%	-7%[57.1 µM]	19%	5%[57.1 µM]	-1.1%	-19%	-1%	-6%	-1%
COc1ccc(NC(=O)N2CCN(S(C)(=O)=O)CC2)c(OC)c1	-10%	6%	12%	4%[57.1 µM]	1.5%	-1%	3%	-1%	-3%
Cn1c(=NC(=O)CN2C(=O)C3CC=CCC3C2=O)sc2ccccc21 (stereo not given)	-19%&-16%	-7%[11.4 µM]	-26%&-24%	2%[11.4 µM]	3.3%	?	4%&1%	-8%&5%	2%&2%
CCOC(=O)CSc1nc(C)c2ccccc2n1	-9%	0%	16%	-3%	5.1%	-5%&172%	10%	1%	2%
CC(C)Oc1ccc(C(=O)Nc2ccc(NC(=O)c3ccco3)c(Cl)c2)cc1	-11%	45%[activator]	16%	9%	-0.1%	i	1%	-8%	0%

Source: PubChem BioAssay

An excerpt (hit frequency here may not be typical).
